# Source: PubChem
# Rin1-Abl PPI inh – inhibitors of human Rin1-Abl protein interaction; inhibition, % at 7.35 µM; P00519+Q13671; TR-FRET Rin1/Abl binding, biochemical; AID 588664; 360,000 compounds, 0.4% hits; in the data active = inhibition above about 5%, passing the limit was not always enough
# NadD inh – inhibitors of Staphylococcus aureus NadD | 360,000 compounds, 0.78% hits | purified NadD enzyme, colorimetric absorbance read-out | inhibition, % at 20 µM; in the data active = inhibition above about 26%; also: some compounds past the cut are filed as inactive
# Scp1 inh – blocks human Scp-1 phosphatase activity. Recombinant Scp1, phosphopeptide, malachite green phosphate absorbance. 340,000 compounds, 0.88% hits. inhibition, % at 20 µM. Q9GZU7;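 active = inhibition above about 50% at 20 µM, limit read from the data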;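 also: plate controls were DMSO wells with enzyme for no effect and wells lacking enzyme for full effect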
#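 Test system – truncated SCP-1 phosphatase (76-261aa) · Reagent – Phosphorylated 17-residue peptide substrate · Incubation – 45 min room-temperature reaction, 5 min colour, 30 min stabiliser · Detection – colorimetric phosphate reagent with accelerator and stabiliser, absorbance at 630 nm · Measure – % inhibition at 20 µM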
# SUMO1 PPI mod – SUMO1-SIM interaction modulation | P63165 | SUMO1 binding to a labelled peptide, TR-FRET, 1 h | inhibition, % at 20 µM | 360,000 compounds, 0.33% hits; in the data active = inhibition above about 37%
# Target sequence (P63165 whole entry, looked up): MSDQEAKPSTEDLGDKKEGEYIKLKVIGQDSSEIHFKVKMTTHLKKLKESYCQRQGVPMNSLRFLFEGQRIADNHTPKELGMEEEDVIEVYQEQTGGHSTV
# Rpn11 inh – inhibitors of human proteasome Rpn11; O00487; human 26S proteasome, Ub4-pepOG fluorescence polarization; 20S core pre-blocked with epoxomicin; calls only at 20 µM; 360,000 compounds, 0.59% hits;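 active = inhibition at 20 µM, scaled to each plate's controls, above about 33%, limit read from the data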
# Neddyl block – cullin neddylation inhibition; TR-FRET cullin neddylation, biochemical; P61081+Q13564; calls only at 25 µM; 360,000 compounds, 0.58% hits; in the data active = inhibition above about 36%
# CSN inh – inhibitors of human CSN-mediated cullin deneddylation; 360,000 compounds, 0.38% hits; inhibition, % at 12.5 µM; Purified CSN, SCF-Nedd8-OG deneddylation, fluorescence polarization; Q92905;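 active = pattern-corrected inhibition above about 35%, with an unprinted fluorescence ratio check between 0.5 and 1.5, limit read from the data, passing the limit was not always enough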;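 also: 0% = enzyme with substrate and 100% = substrate without enzyme; some results filed as inactive read as strong as hits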
# Target sequence (Q92905 whole entry, looked up, one chain of several): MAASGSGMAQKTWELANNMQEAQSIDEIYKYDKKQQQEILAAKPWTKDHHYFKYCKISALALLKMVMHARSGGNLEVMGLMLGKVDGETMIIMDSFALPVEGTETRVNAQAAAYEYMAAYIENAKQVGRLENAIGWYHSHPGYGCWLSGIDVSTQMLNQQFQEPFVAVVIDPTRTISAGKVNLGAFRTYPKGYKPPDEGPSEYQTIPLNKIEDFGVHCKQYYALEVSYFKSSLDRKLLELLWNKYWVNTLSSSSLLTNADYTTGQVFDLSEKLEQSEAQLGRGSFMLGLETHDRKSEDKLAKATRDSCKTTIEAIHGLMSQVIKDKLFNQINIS
#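 Test system: purified human Csn5 enzyme expressed in HEK293T cells. Amount: 0.24 nM enzyme. Reagent: SCFSkp2-Nedd8OG substrate at 10 nM final. Schedule: 90 min incubation of compound, enzyme and substrate at room temperature. Detection: fluorescence polarization. Read-out: % inhibition of substrate cleavage by Csn5.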
# LMPTP block – blocks human LMPTP phosphatase; recombinant LMPTP-A, OMFP fluorogenic substrate, fluorescence intensity; inhibition, % at 20 µM; 360,000 compounds, 0.22% hits;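 active = compounds that cut the enzyme signal by at least half of the control window in the single-dose screen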;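 also: plate controls were DMSO wells with enzyme plus substrate for no effect and substrate without enzyme for full effect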
#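 Assay system: LMPTP-A enzyme. Input: 0.625 nM LMPTP-A final. Probe or stimulus: 400 µM OMFP. Compound dosing: single 20 µM dose. Schedule: 50 min dark incubation at room temperature. Detection: fluorescence intensity of OMFP turnover product. Read-out: percent inhibition versus substrate-only and uninhibited controls. Benchmarks: no-enzyme low control, uninhibited high control.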
# DNMT1 block – blocks human DNA methyltransferase DNMT1 | P26358 | DNMT1 molecular beacon, Hinp1I cleavage, fluorescence | inhibition (reported as % activation of signal), % at 10 µM | 360,000 compounds, 0.83% hits | AID 588458; in the data active = inhibition above about 50%
# STEP block – inhibitors of human striatal-enriched phosphatase STEP. recombinant STEP, OMFP fluorogenic substrate, fluorescence. inhibition, % at 20 µM. 360,000 compounds, 0.25% hits. AID 588621;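 active = inhibition at 20 µM, scaled per plate between control wells, above about 37%, limit read from the data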;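 also: 0% = DMSO with enzyme and substrate and 100% = substrate only without enzyme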
# Target sequence (P54829 whole entry, looked up): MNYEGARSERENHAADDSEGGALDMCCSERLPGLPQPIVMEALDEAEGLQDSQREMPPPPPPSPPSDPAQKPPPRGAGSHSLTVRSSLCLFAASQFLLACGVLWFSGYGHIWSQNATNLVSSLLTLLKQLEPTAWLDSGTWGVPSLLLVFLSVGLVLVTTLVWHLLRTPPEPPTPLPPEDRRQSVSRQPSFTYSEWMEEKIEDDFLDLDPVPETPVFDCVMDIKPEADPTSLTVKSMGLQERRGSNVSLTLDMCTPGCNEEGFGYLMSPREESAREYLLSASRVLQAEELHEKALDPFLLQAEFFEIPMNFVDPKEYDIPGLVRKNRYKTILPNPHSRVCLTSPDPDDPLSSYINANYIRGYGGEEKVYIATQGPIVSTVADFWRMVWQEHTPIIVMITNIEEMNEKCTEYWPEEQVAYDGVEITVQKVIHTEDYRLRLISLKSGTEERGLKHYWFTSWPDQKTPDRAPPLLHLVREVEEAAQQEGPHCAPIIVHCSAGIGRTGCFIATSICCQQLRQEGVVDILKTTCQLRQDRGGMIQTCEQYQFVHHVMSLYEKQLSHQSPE
#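 Also added – OMFP at 25 µM · Test system – STEP tyrosine phosphatase · Technique – FITC-channel fluorescence of OMFP product · Schedule – 20 min at room temperature, dark · Evaluation – control-normalized % inhibition with plate pattern correction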
# An asterisk follows results filed as active; i = inactive; + = active, no number. No enrichment for hits; any-hit rate near 3.8%.
entry	structure	STEP block	Rin1-Abl PPI inh	DNMT1 block	Neddyl block	LMPTP block	CSN inh	NadD inh	Scp1 inh	Rpn11 inh	SUMO1 PPI mod
1	CCOC(=O)C(Cc1c(F)cccc1Cl)c1ccnc2nc(N)nn12 (stereo not given)	0	4	5	i	0.5	1	-4	-2	i	4
2	CCOC(=O)c1ccc(NS(=O)(=O)c2cc(-c3nnnn3CC)ccc2OC)cc1	-5	-2	4	i	-0.9	2	-1	-7	i	4
3	COc1cccc(NC(=O)c2ccccc2-c2ccccc2C(=O)O)c1	0	-3	-2	i	-1.0	5	0	-6	i	-1
4	COc1ccc(O)c(C=Nc2cc(C)on2)c1	-3	1	2	i	-2.1	-5	0	-3	i	-3
5	COc1ccc(C2C(C(=O)NCc3ccco3)CCC(=O)N2c2ccc(OC)cc2)cc1 (stereo not given)	0	1	3	i	0.1	2	-5	3	i	-1
6	CCn1c(-c2cc(-c3ccc(C)cc3)nc3ccccc23)n[nH]c1=S	10	1	0	i	1.4	-8	2	-3	i	1
7	COCCNCC(=O)Nc1nc(C)cs1	0	1	-1	i	-1.2	1	2	-6	i	-6
8	Cc1cccc(N(C)S(=O)(=O)c2csc(C(N)=O)c2)c1	-2	-3	0	i	-1.6	-2	-3	-6	i	-2
9	COc1ccc(C(=O)Nc2ccc(Cl)cc2C(=O)N2CCCC(C)C2)cc1 (stereo not given)	-1	-5	1	i	0.2	1	-3	-10	i	1
10	Cc1cccc(NCN2C(=O)C3C4C=CC(C4)C3C2=O)c1 (stereo not given)	0	1	2	i	-1.4	2	5	-1	i	-5
11	CC(=O)Nc1ccccc1/C=C/c1ccc2c(C)cc(C)c(O)c2n1	2	1	8	i	0.0	-9	3	-3	i	-2
12	COc1cc(NC(=O)Cn2nc(-c3ccc(F)cc3)ccc2=O)ccc1-n1cnnn1	0	-2	1	i	1.0	5	3	-8	i	-1
13	O=C(CCNC(=O)N1CC(=O)Nc2ccccc21)Nc1cccc(Cl)c1	-2	0	0	i	-0.2	0	10	7	i	-4
14	CC(C)C[C@H](NC(=O)NCCC1=CCCCC1)C(=O)O	-5	-2	1	i	-2.5	0	-1	-4	i	0
15	CCOc1ccccc1-c1nc(-c2ccc(NC(=O)Cc3ccccc3OC)cc2)no1	1	-1	-9	i	2.8	-4	-9	-10	i	4
16	Cc1ccc(C)c(N(CC(=O)NC(C)C)C(=O)CCC(=O)Nc2ccccn2)c1	2	-1	2	i	-0.7	-2	0	0	i	-1
17	C=CCN1C(=O)C(Cc2cccc(Cl)c2)SC1=Nc1ccc(C(=O)O)cc1 (stereo not given)	-2	1	3	i	0.4	3	-6	-3	i	4
18	CCN(c1ccc(NC(=O)COC(=O)c2cccs2)cc1)C(C)C	1	4	-4	i	-1.3	3	-4	-4	i	-2
19	COc1ccc(CC(NC(C)=O)C(=O)NC2CCN(C(=O)c3ccc(Cl)cc3)CC2)cc1 (stereo not given)	-5	-1	2	i	0.4	-2	0	-6	i	-2
20	Cc1ccc(S(=O)(=O)N2CCN(c3nccnc3C#N)CC2)cc1	1	-5	0	i	0.5	4	-5	-1	i	-23
21	O=C1C2=C(C(c3ccccc3)=NCCN2)C(c2cccc([N+](=O)[O-])c2)N1c1ccccc1 (stereo not given)	1	4	0	i	-0.2	106	-2	1	i	-16
22	CCOC(=O)N1CCN(c2ccc(N3C(=O)CCCC3=O)cc2[N+](=O)[O-])CC1	-3	2	-1	i	-0.5	-3	0	-4	i	-16
23	Cc1ccc2cccc(S(=O)(=O)Nc3c(C)n(C)n(-c4ccccc4)c3=O)c2n1	-1	0	-2	i	-0.3	-5	2	0	i	2
24	Cc1cccc(-c2oc(C)c(C)[n+]2[O-])c1	0	-1	0	i	1.0	-3	-1	-2	i	10
25	CS(=O)(=O)Cc1cccc(C(=O)NC2CCSc3ccccc32)c1 (stereo not given)	-1	1	0	i	-1.3	4	1	1	i	2
26	O=C(COc1nncc2ccccc12)Nc1ccc(Br)cc1F	-1	1	4	i	0.2	2	-4	-9	i	-2
27	CCOc1ccccc1NC(=O)C1CCCN(S(=O)(=O)c2cccc3nsnc23)C1 (stereo not given)	-4	0	-7	i	-1.3	1	5	-10	i	-27
28	C=CCN(C(=O)OC(C)(C)C)S(=O)(=O)NCc1ccccc1	0	4	3	i	-0.5	2	-5	-6	i	-4
29	COCc1cc(/C=N\NC(=O)c2ccc(Cl)cc2)ccc1OC	6	0	-4	i	-1.0	3	3	-4	i	-9
30	O=C(Cn1cc(/C=C\[N+](=O)[O-])c2ccccc21)Nc1ccccc1	-2	-5	-6	i	2.1	1	-3	-16	i	-17
31	Cc1nc2cc(CO)ccc2s1	-2	0	0	i	-2.6	-4	-3	0	i	0
32	Cn1cc(S(=O)(=O)Nc2ccc(Oc3ccccc3)cc2)c(=O)n(C)c1=O	2	-2	2	i	-0.6	6	-4	-3	i	5
33	Cc1ccc(NC(=O)c2c3c(nc4ccccc24)CCC3)cc1S(=O)(=O)N(C)C	2	-3	21	i	6.1	-17	19	44	i	4
34	Cc1ccc(C)c(-c2nnc(OCC(=O)Nc3cc(C)on3)c3ccccc23)c1	-3	1	-6	i	-0.9	-2	2	-2	i	-2
35	O=C(N=NC(=O)c1ccco1)c1ccc2c(O)n(N3C(=O)c4ccccc4C3=O)c(O)c2c1	2	-3	2	i	0.1	-1	1	-3	+	-2
36	CC(CCl)OC(C)CCl (stereo not given)	0	5	0	i	0.1	-1	4	-3	i	4

# 13 entries out of the list, arranged by length of the SMILES, smallest number first.
entry	structure	STEP block	Rin1-Abl PPI inh	DNMT1 block	Neddyl block	LMPTP block	CSN inh	NadD inh	Scp1 inh	Rpn11 inh	SUMO1 PPI mod
31	Cc1nc2cc(CO)ccc2s1	-2	0	0	i	-2.6	-4	-3	0	i	0
24	Cc1cccc(-c2oc(C)c(C)[n+]2[O-])c1	0	-1	0	i	1.0	-3	-1	-2	i	10
26	O=C(COc1nncc2ccccc12)Nc1ccc(Br)cc1F	-1	1	4	i	0.2	2	-4	-9	i	-2
29	COCc1cc(/C=N\NC(=O)c2ccc(Cl)cc2)ccc1OC	6	0	-4	i	-1.0	3	3	-4	i	-9
28	C=CCN(C(=O)OC(C)(C)C)S(=O)(=O)NCc1ccccc1	0	4	3	i	-0.5	2	-5	-6	i	-4
25	CS(=O)(=O)Cc1cccc(C(=O)NC2CCSc3ccccc32)c1 (stereo not given)	-1	1	0	i	-1.3	4	1	1	i	2
30	O=C(Cn1cc(/C=C\[N+](=O)[O-])c2ccccc21)Nc1ccccc1	-2	-5	-6	i	2.1	1	-3	-16	i	-17
34	Cc1ccc(C)c(-c2nnc(OCC(=O)Nc3cc(C)on3)c3ccccc23)c1	-3	1	-6	i	-0.9	-2	2	-2	i	-2
33	Cc1ccc(NC(=O)c2c3c(nc4ccccc24)CCC3)cc1S(=O)(=O)N(C)C	2	-3	21	i	6.1	-17	19	44	i	4
23	Cc1ccc2cccc(S(=O)(=O)Nc3c(C)n(C)n(-c4ccccc4)c3=O)c2n1	-1	0	-2	i	-0.3	-5	2	0	i	2
22	CCOC(=O)N1CCN(c2ccc(N3C(=O)CCCC3=O)cc2[N+](=O)[O-])CC1	-3	2	-1	i	-0.5	-3	0	-4	i	-16
35	O=C(N=NC(=O)c1ccco1)c1ccc2c(O)n(N3C(=O)c4ccccc4C3=O)c(O)c2c1	2	-3	2	i	0.1	-1	1	-3	+	-2
21	O=C1C2=C(C(c3ccccc3)=NCCN2)C(c2cccc([N+](=O)[O-])c2)N1c1ccccc1 (stereo not given)	1	4	0	i	-0.2	106	-2	1	i	-16

# Next section:
entry	structure	STEP block	Rin1-Abl PPI inh	DNMT1 block	Neddyl block	LMPTP block	CSN inh	NadD inh	Scp1 inh	Rpn11 inh	SUMO1 PPI mod
37	CC(=O)Nc1ccc(N(CC(O)Cn2c3ccccc3c3ccccc32)S(=O)(=O)c2ccc(C)cc2)cc1 (stereo not given)	-2	0	-30	i	3.2	5	-15	-4	i	-1
38	COC(=O)c1ccc(C2/C(=C(\O)c3ccc4c(c3)OCCO4)C(=O)C(=O)N2c2nnc(C)s2)cc1 (stereo not given)	6	0	0	i	-1.1	2	6	-7	i	-18
39	Cc1nnsc1NC(=O)OCc1ccc(C(C)(C)C)cc1	-1	-1	3	i	-1.2	-6	1	3	i	0
40	Cc1[nH]nc(N=CC2=C(O)CC(c3ccco3)CC2=O)c1-c1ccc(Cl)cc1 (stereo not given)	3	1	-10	i	3.2	6	3	-6	i	-7
41	Cc1noc(NS(=O)(=O)c2ccc(NC(=O)C(F)(F)F)cc2)c1C	-2	-3	5	i	-1.4	0	-2	-8	i	2
42	CC(=O)C1=C(O)C(=O)N(CCCn2ccnc2)C1c1ccc(Cl)cc1 (stereo not given)	-3	-1	-8	i	-1.8	0	-5	-11	i	-1
43	CCC(=O)N1CCc2cc(Br)cc(S(=O)(=O)CCC(=O)NCC3CCCO3)c21 (stereo not given)	0	0	-1	i	-0.3	-3	3	-4	i	1
44	Cc1ccc(NC(=O)COc2cccc(-n3cnnn3)c2)cc1S(=O)(=O)N1CCOCC1	-6	3	-9	i	0.2	-1	3	-8	i	5
45	CC(C)c1ccc(N(CC(=O)NC2CCCCC2)C(=O)CNC(=O)c2ccco2)cc1	-1	-3	0	i	-1.0	5	-1	-7	i	-4
46	Cc1ccc(C(=O)NCCNS(=O)(=O)c2ccccc2)cn1	-1	3	2	i	12	0	6	-1	i	12
47	Cc1ccc(N2C(N)=C(C#N)C(c3cc(CN4CCOCC4)cs3)C3=C2CC(C)(C)CC3=O)cc1 (stereo not given)	-2	3	-1	i	-0.7	3	-3	-5	i	3
48	COc1cc(NC(=O)COC(=O)c2n[nH]c3ccccc23)c(C)cc1[N+](=O)[O-]	1	1	2	i	0.9	9	4	-4	i	-8
49	CCCCN(Cc1ccc(C(=O)N[C@H](C(=O)O)C(C)C)cc1)C(=O)C(c1ccccc1)c1ccccc1	1	1	0	i	-1.0	4	0	-11	i	-2
50	Cc1ccc(NS(=O)(=O)N2CCOCC2)cc1	-2	-1	0	i	0.3	5	0	-2	i	3
51	O=C(Nc1nnc(-c2cccs2)o1)c1cc(-c2ccccc2)nc2ccccc12	5	0	-2	i	1.0	6	55*	-3	i	15
52	CN(C(=O)CSc1ccccc1C(=O)O)C1CCCCC1	-5	-1	2	i	-2.0	1	5	-8	i	-1
53	CCCn1c(CN2CCN(C(=O)OCC)CC2)nc2cc(NC(C)=O)ccc21	-3	3	3	i	-1.4	1	1	-4	i	3
54	CCOC(=O)C1(Cc2ccccc2)CCCCCC1=O (stereo not given)	1	0	-4	i	0.1	2	-4	7	i	2
